High-throughput results (PubChem BioAssay)
MsrA inh – inhibits bovine methionine sulfoxide reductase A; purified bovine MsrA, absorbance read-out; inhibition, % at 15.5 µM; 360,000 tested, 0.75% active; AID 651718; in the data active means inhibition above about 4.5%;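 further: 0% = vehicle wells with enzyme and 100% = reference inhibitor wells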
Active calls of the source: *; & = joins results of further samples. This is a subset; count on the stated rates, not on these rows.

MsrA inh	canonical_smiles
0.6	COc1ccc(-c2ncn(CCc3ccccc3OC)c2CC(C)C)cc1
2.0	COc1ccc(C2CC(=O)C(c3ccccc3OC)=CN2Cc2ccccc2)cc1 (stereo unspecified)
2.6	O=S1(=O)N[C@H](Cc2ccccc2)COc2cccc(F)c21
0.9	CCCCOCCCNC(=O)C[C@H]1C[C@@]2(C(=O)OC)C(=C[C@H](C(C)(C)C)O[C@@H]2C)N(Cc2ccccc2)C1=O
-0.9	c1ccc(-c2nc(-c3cccnc3)n[nH]2)cc1
0.5	COC(=O)C1=C(C)N(Cc2ccc(F)cc2)C(=S)NC1c1ccc(F)cc1 (stereo unspecified)
0.5	COc1ccc(C2CC(=O)C(c3cccc(F)c3)=CN2Cc2ccccc2)cc1 (stereo unspecified)
4.0	O=C(O)c1ccccc1/C=N/Nc1ccc(S(=O)(=O)Nc2ccc(Cl)cc2)cc1[N+](=O)[O-]
0.2	CCc1cccc(-n2c(C)cc(O)cc2=O)c1
-0.7	Cn1cc(CCOCc2ccccn2)c2ccccc21
-1.3	COC(=O)C1=C(C)N(Cc2ccc(C(F)(F)F)cc2)C(=NCc2ccc(C(F)(F)F)cc2)NC1c1ccccc1C(F)(F)F (stereo unspecified)
0.9	C=C(C)CSc1nc2sc3c(c2c(=O)n1-c1ccc(OC)cc1)CCN(C)C3
-0.4	C[C@H]1CN([C@@H](C)CO)C(=O)CCCn2cc(nn2)CO[C@@H]1CN(C)C(=O)c1ccccc1
0.9	COc1cccc(CNC(=O)[C@H]2CCCN2C(=O)[C@H]2CCCN2C(=O)c2ccc(C)cc2)c1
0.8	CC(C)[C@@H](C)/C=C/[C@@H](C)[C@H]1CC[C@@H]2[C@]1(C)CCC1[C@]23C=C[C@]2(C[C@@H](O)CC[C@]12C)N(c1ccc(Br)cn1)O3 (stereo partly specified)
-0.9&-0.9	CC(C)C[C@H]1COc2cccc(F)c2S(=O)(=O)N1
-0.2	C=CC(=O)NC1CCCCN(CCC)C1=O (stereo unspecified)
-0.7	COc1ccccc1NC(=O)Nc1nnc(CC(=O)Nc2ccccc2)s1
1.9	N/C(=N\OC(=O)COc1ccc2ccccc2c1Br)c1cccnc1
1.1	CCOC(=O)N[C@H](C(=O)N1CCC[C@H]1C(=O)NC1CCCC1)C1CCCCC1
0.6	Cc1ccc(-c2nc3c4ccccc4ccn3c2Cc2cccc(F)c2)cc1
-0.6	C[C@H]1[C@H](c2ccccc2)Oc2cc(Br)ccc2S(=O)(=O)N1Cc1cccc(F)c1
0.1	CSc1ccc(Oc2cccc3c2S(=O)(=O)N(C2CC2)C[C@@H](COCc2ccccc2)O3)cc1C
-0.2	CC(C)(C)OC(=O)N1CCC[C@@H]1C(=O)N1CCC[C@H]1C(=O)NCc1ccccc1
0.8	CC(NC(=O)c1cc(Br)ccc1Br)c1ccccc1 (stereo unspecified)
0.4	Cc1ccc2oc(=O)c3cc(C(=O)NCCCN4CCC(C)CC4)sc3c2c1
0.3	CN1CCCCC(NC(=O)c2ccccc2)C1=O (stereo unspecified)
-0.7	C[C@H](O)[C@@H]1CN2CCc3c([nH]c4c(-c5ccccc5)cccc34)[C@@H]2C[C@@H]1N(C)C(=S)NCCc1ccccc1
2.9	COc1ccc(C2CC(=O)C(c3ccc(C#N)cc3)=CN2Cc2ccccc2)cc1 (stereo unspecified)
-0.6	CN(C)Cc1c(C(C)(C)O)[nH]c2cc(F)ccc12
0.3	Cc1ccc(S(=O)(=O)N2CCCc3nc(-c4ccc(F)cc4)ccc32)cc1
0.9	COc1ccc(CNCC(=O)Nc2sccc2C#N)cc1
0.8	COC(=O)c1cc2c(c3c4cc(F)ccc4n(S(=O)(=O)c4cccc(C)c4)c13)C(=O)N(Cc1ccco1)C2
0.2	CC(=O)Nc1ccc2c(c1)C(C)(C)C(C)N2C (stereo unspecified)
-1.8	COc1cc(CC2COC(=O)C2Cc2ccc(O)c(OC)c2)ccc1O (stereo unspecified)
-0.5	O=C(Nc1ccccc1)N1c2ccccc2SC1c1ccco1 (stereo unspecified)
0.3	CC12CCC(C(=O)N3CCN(c4ccccc4)CC3)(CC1=O)C2(C)C (stereo unspecified)
1.9	O=c1c2ccccc2nc2c3ccccc3c(NCCN3CCOCC3)nn12
0.2	CCCCc1c(-c2ccccc2OC)ncn1Cc1cccc(OC)c1
1.3	Cc1ccc2c(=O)n3c(nc2c1)C(Cc1ccc(O)cc1)NC(=O)c1ccc(Cl)cc1-3 (stereo unspecified)
0.7	C[C@H]1[C@H](c2ccccc2)Oc2cc(Br)ccc2S(=O)(=O)N1Cc1ccc(Cl)cc1
0.4	CC(C)N(C[C@@H]1CSCCS(=O)(=O)N1)C(C)C
0.5	Cc1cccc(S(=O)(=O)N2CCC[C@H]2C(=O)N2CCC[C@@H]2C(=O)NCc2ccccc2)c1
0.1	Cc1cc(O)cc(=O)n1-c1cc(Cl)cc(Cl)c1
-0.3	F[B-](F)(F)c1cncnc1
-0.8	CCCC(=O)OC[C@H]1CN(C2CCCC2)S(=O)(=O)c2c(F)cccc2O1
-0.2	COCC#Cc1cnc2c(c1)C(=O)N([C@@H](C)CO)C[C@H](C)[C@H](CN(C)C(=O)c1ccc3c(c1)OCO3)O2
-1.5	COC(=O)C1=C(C)N(Cc2cccc(C(F)(F)F)c2)C(=NCc2ccc(OC)cc2)NC1c1cccc(F)c1 (stereo unspecified)
-1.3	C#CCOCCOCCOCCNc1nc(N2CCN(C(=O)[C@H]([C@@H](C)CC)n3cc([C@@H](N)CO)nn3)CC2)nc(N2CCN(C(=O)[C@H](CCCCN)n3cc([C@@H](N)CC(C)C)nn3)CC2)n1
1.1	C[C@@H]1CN([C@H](C)CO)C(=O)CCCn2nncc2CO[C@@H]1CN(C)C(=O)Nc1ccccc1
2.1	Cc1oc(-c2ccc(F)cc2)cc1-c1nn2c(-c3ccco3)nnc2s1
-0.9	O=C(N[C@H](C(=O)N1CCC[C@H]1C(=O)NCCc1ccccc1Cl)C1CCCCC1)C1CC1
-0.8	CCOC(=O)[C@@H]1CSCCS(=O)(=O)N1C(=O)[C@H](Cc1ccccc1)NC(=O)OC(C)(C)C
-1.0	Cc1ccc2c(c1)-n1c(nc3ccccc3c1=O)C(CC(C)C)NC2=O (stereo unspecified)
-1.1	O=C(CCSCCC(=O)NCc1ccco1)NCc1ccco1
0.6	CC1(C)OC(C)(C)C(=N/O)/C1=N\N
1.3	COc1ccc(CN2C[C@H](COCc3ccccc3)Oc3cccc(N4CCCC4)c3S2(=O)=O)cc1
2.3	O=[N+]([O-])c1ccc(OC2OCC(O)C(O)C2O)cc1 (stereo unspecified)
-1.4	COc1cccc(-c2cc(C(=O)Nc3ccc4c(c3)OCCO4)c3ccccc3n2)c1
0.2	Cc1ccc2nc(-c3ccc(CN4CCC(c5nc6ccccc6[nH]5)CC4)cc3)c(-c3ccccc3)nc2c1

As a short view, part of the list above.
MsrA inh	canonical_smiles
-1.3	C#CCOCCOCCOCCNc1nc(N2CCN(C(=O)[C@H]([C@@H](C)CC)n3cc([C@@H](N)CO)nn3)CC2)nc(N2CCN(C(=O)[C@H](CCCCN)n3cc([C@@H](N)CC(C)C)nn3)CC2)n1
1.1	C[C@@H]1CN([C@H](C)CO)C(=O)CCCn2nncc2CO[C@@H]1CN(C)C(=O)Nc1ccccc1
2.1	Cc1oc(-c2ccc(F)cc2)cc1-c1nn2c(-c3ccco3)nnc2s1
-0.9	O=C(N[C@H](C(=O)N1CCC[C@H]1C(=O)NCCc1ccccc1Cl)C1CCCCC1)C1CC1
-0.8	CCOC(=O)[C@@H]1CSCCS(=O)(=O)N1C(=O)[C@H](Cc1ccccc1)NC(=O)OC(C)(C)C

(next part)
MsrA inh	canonical_smiles
-0.9	CC(C)CNc1cccc2c1S(=O)(=O)N(Cc1cccc(F)c1)[C@@H](C)[C@H](c1ccccc1)O2
1.0	O=C(O)c1cc(-c2ccccc2)nn1CC1CC(c2cccc([N+](=O)[O-])c2)=NO1 (stereo unspecified)
-0.5	CCCCCCCCN1C(=O)[C@@H](CC(=O)NCCCOCCCC)C[C@@]2(C(=O)OC)C1=C[C@H](C(C)(C)C)O[C@@H]2C
0.2	Cc1cc(Nc2ccc(OC(F)F)cc2)cc(=O)n1-c1ccc(OC(F)F)cc1
0.2	CCCN1CCCCC(NC(=O)c2ccc3ccccc3c2)C1=O (stereo unspecified)
-0.3	CC(NC(=O)c1cc(=O)[nH]c2ccc(Br)cc12)c1ccccc1 (stereo unspecified)
-0.6	COCc1cc(N2CCN(C(=O)OC(C)(C)C)C[C@H]2C)ccc1N1CC[C@H](O)C1
-0.7	COC(=O)C(C(=O)OC)c1ccccc1NS(=O)(=O)c1cccc2ccccc12
0.0	Nc1ccn([C@@H]2O[C@H](C(=O)N3CCN(C(=O)N4CCCCC4)CC3)[C@@H](O)[C@H]2O)c(=O)n1
-0.5	CSCCC(NC(=O)OCc1ccccc1)C(=O)NC(Cc1c[nH]c2ccccc12)C(=O)O (stereo unspecified)
0.8	CC(=O)C1=C(C)N(Cc2ccc(Cl)cc2)C(=S)NC1c1ccccc1 (stereo unspecified)
0.0	COCc1[nH]nc2c1C(c1ccc(F)cc1)N(c1ccc(OC)cc1)C2=O (stereo unspecified)

Arranged by the number under MsrA inh (smallest number first): 6 of the compounds above
mol | MsrA inh
CC(C)CNc1cccc2c1S(=O)(=O)N(Cc1cccc(F)c1)[C@@H](C)[C@H](c1ccccc1)O2 | -0.9
COC(=O)C(C(=O)OC)c1ccccc1NS(=O)(=O)c1cccc2ccccc12 | -0.7
COCc1cc(N2CCN(C(=O)OC(C)(C)C)C[C@H]2C)ccc1N1CC[C@H](O)C1 | -0.6
COCc1[nH]nc2c1C(c1ccc(F)cc1)N(c1ccc(OC)cc1)C2=O (stereo unspecified) | 0.0
CCCN1CCCCC(NC(=O)c2ccc3ccccc3c2)C1=O (stereo unspecified) | 0.2
O=C(O)c1cc(-c2ccccc2)nn1CC1CC(c2cccc([N+](=O)[O-])c2)=NO1 (stereo unspecified) | 1.0

Next section.
MsrA inh	canonical_smiles
-0.7	CCOC(=O)C1CCCN(C(=O)CN2CCN(Cc3ccc(Cl)cc3)C2=O)C1 (stereo unspecified)
0.6	OCC1OC(C(N=Nc2ccccc2)=NNc2ccccc2)C(O)C1O (stereo unspecified)
-0.1	O=C(N[C@@H](Cc1cccnc1)C(=O)N1CCC[C@H]1C(=O)NC1CCCC1)c1ccc(Cl)c(Cl)c1
-0.6	COC(=O)C1=C(C)N(C)C(=NCc2cc(OC)c(OC)c(OC)c2)NC1c1cccc(F)c1 (stereo unspecified)
0.9	COC(=O)c1cc2c(c3c4cc(OC)ccc4n(S(=O)(=O)c4ccc(OC)cc4)c13)C(=O)N(Cc1ccco1)C2
0.4	COc1cccc(NC(=O)N(C)C[C@@H]2OCc3cn(nn3)CCCC(=O)N([C@@H](C)CO)C[C@H]2C)c1
1.4	COC(=O)[C@]12C[C@H](CC(=O)NCC34CC5CC(CC(C5)C3)C4)C(=O)N(Cc3ccc4c(c3)OCO4)C1=C[C@H](C(C)(C)C)O[C@@H]2C
0.5	CCCCCCCCN1C(=O)[C@@H](CC(=O)NCCc2ccccc2OC)C[C@@]2(C(=O)OC)C1=C[C@H](C(C)(C)C)O[C@@H]2C
0.6	C[C@@H]1ON(C)[C@H]2C[C@H]3c4[nH]c5cccc(-c6ccccc6)c5c4CCN3C[C@@H]12
0.5	CCCCCCCCN1C(=O)[C@@H](CC(=O)N2CCN(C(=O)OCC)CC2)C[C@@]2(C(=O)OC)C1=C[C@H](C1CCCC1)O[C@@H]2C
0.9	Brc1ccc(CN2CCCc3nc(-c4ccccc4)ccc32)cc1
-0.6	CC(=O)NCc1ccc(OCCCN2CCC(C(O)(c3ccccc3)c3ccccc3)CC2)cc1
-0.4	O=C(CCC(=O)N(CC(=O)NC1CCCC1)Cc1ccc2c(c1)OCO2)Nc1nccs1
0.1	NS(=O)(=O)c1ccc(CCNC(=O)CCCCCNc2nc(=S)[nH]c3ccccc23)cc1
0.8	Cc1ccc(C2(C(F)(F)F)N=C3Sc4cc(C)ccc4N3C(=O)N2)cc1 (stereo unspecified)
2.9	O=C(Nc1ccc(-c2csc(Nc3ccc(Cl)cc3)n2)cc1)c1cccc(C(F)(F)F)c1
0.3	Cc1ccc(-n2c(-c3ccccc3)cc(/C=N/NC(=O)CC#N)c2-c2ccccc2)cc1
-1.3	CC(C)CCCCCCCCc1cccc(O)c1C(=O)O
-1.1	COCc1cc(N2CCNC[C@H]2C)ccc1N1CCN(Cc2ccccc2)[C@H](C)C1
0.7	O=C(C(=O)N1CCN(S(=O)(=O)c2ccccc2)CC1)c1cccc(C(F)(F)F)c1
-0.1	CC(=O)Nc1cccc(C(=O)/C=C/c2ccc(/C=C/C(=O)c3cccc(NC(C)=O)c3)cc2)c1
0.9	CC(C)OCCCN1CN(S(=O)(=O)c2cccs2)c2nc3ccccc3nc21
0.0	CC1CCCCN1S(=O)(=O)c1cc2c(=O)nc3ccccn3c2cc1Cl (stereo unspecified)
1.6	C[C@@H]1ON(C)[C@H]2C[C@H]3c4cc(Nc5ccccc5)ccc4CCN3C[C@@H]12

3 records drawn at random from the list so far, as already listed:
MsrA inh	canonical_smiles
-0.1	CC(=O)Nc1cccc(C(=O)/C=C/c2ccc(/C=C/C(=O)c3cccc(NC(C)=O)c3)cc2)c1
2.9	O=C(Nc1ccc(-c2csc(Nc3ccc(Cl)cc3)n2)cc1)c1cccc(C(F)(F)F)c1
0.1	NS(=O)(=O)c1ccc(CCNC(=O)CCCCCNc2nc(=S)[nH]c3ccccc23)cc1

Later entries
MsrA inh	canonical_smiles
0.8	Cn1cc(CC(=O)Nc2ccc(Nc3cccnc3)cc2)c2ccccc21
-0.3	C=CCCC1CN(Cc2ccc(OC)cc2)S(=O)(=O)c2c(Oc3cc(C)c(C)c(C)c3)cccc2O1 (stereo unspecified)
-1.2	NS(=O)(=O)c1ccc(NC(=O)C2CCCO2)cc1 (stereo unspecified)
13.0*	Cc1oc2c(c1C(=O)N1CCC(C)CC1)C(=O)c1ccccc1C2=O
-0.2	O=C(NCc1ccccc1)[C@@H]1CCCN1C(=O)[C@H]1CCCN1C(=O)c1cccc(Cl)c1
0.4	C[C@@H]1CN(c2ccc(N3CCNC[C@@H]3C)cc2C#N)CCN1Cc1ccccc1
2.3	CC1(C)CC(=O)C=C(c2ccc(COC(=O)c3ccc(Br)cc3)cc2)C1=O
-0.3	COCCN1CCN(C(=O)c2ccc3c(c2)S(=O)(=O)c2ccccc2C3=O)CC1
0.1	O=C(Nc1ccccc1)OC[C@@H]1CSCCS(=O)(=O)N1
